TGFb inhibitor = blocks TGF-b signaling. HepG2 CAGA-GFP TGF-b/SMAD3 reporter, GFP fluorescence, 18 h; TGF-beta stimulated, 500 pg/mL final. Potency, µM (doses to about 46.1 µM), for the others: top-dose activity, negative = inhibition, hits mostly inhibitors. actives 1.2% (n = 410,000); also: potency is read from the fitted curve at half-maximal effect; % is scaled to controls: 0 for no effect and ±100 for the full control effect; nearly all actives have a fitted effect of over 65% in size
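Using HEPG2 CAGA-GFP reporter cells at 1000 cells/well, we pinned test compounds, stimulated with recombinant TGF-beta (500 pg/mL final) and measured total well GFP after 18 h.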
Nrf2 activator = activators of Nrf2 (ARE) signaling; AREc32 ARE-luciferase reporter (MCF7-derived line), luminescence, 24 h; Potency, µM (series often up to 46.1 µM), inactives show top-dose activation, actives largely listed as activators; actives 0.31% (n = 410,000); AID 624171; also: potency is read from the fitted curve at half-maximal effect; % of control where 0% means no effect; nearly all actives have a fitted effect of over 65% in size
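ARE activation measured as luciferase luminescence (Steady-Glo, 30 min RT) in AREc32_Fluc cells after 24 hr compound exposure at 37 deg C, 5% CO2; cells seeded overnight at 1000/well in OPTI-MEM, 5% FBS.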
HepG2 tox = HepG2 cytotoxicity, counter-screen for TGF-b inhibitors | HepG2 CAGA-GFP viability, ATP luminescence, 18 h | Potency, µM (doses to about 46.1 µM), for inactives: top-dose activity change, negative = cytotoxicity, actives largely listed as cytotoxic | actives 0.76% (n = 410,000) | AID 588856; also: potency is read from the fitted curve at half-maximal effect; some results filed as inactive show a strong effect at the top dose
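HepG2 CAGA-GFP cells (1000/well, DMEM with 1% FBS) received compound, then TGF-beta at 500 pg/mL final, and were incubated 18 hours at 37 degrees C. Viability was read by CellTiter-Glo luminescence. Media-only wells were set as complete cell-killing and DMSO as no toxicity.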
Mm-Cpn inhibitor = M. maripaludis TRiC chaperonin inhibition. purified Mm-Cpn ATPase, ADP Transcreener TR-FRET. Potency, µM (series often up to 76.9 µM), for inactives: at the highest dose activity, negative = inhibition, usual class: inhibitors. actives 0.031% (n = 330,000); also: potency is read from the fitted curve at half-maximal effect; % is scaled to controls: 0 for no effect and ±100 for the full control effect; nearly all actives have a fitted effect of over 80% in size
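Reaction buffer contained 30 mM Tris pH 7.4, 100 mM KCl, 5 mM MgCl2 and 1 mM DTT. Mm-CPN (25 nM final) hydrolysed 10 uM ATP over 30 min at 37°C; ADP was read by HTRF.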
Nrf2 inh = blocks Nrf2 signaling | AID 504444 | A549 ARE-Fluc reporter, luciferase luminescence, 18-24 h | Potency, µM (titrated, usually from 46 µM), without a hit: at the top dose activity change, negative = inhibition, usual class: inhibitors | actives 2.1% (n = 360,000); also: potency is read from the fitted curve at half-maximal effect; % is scaled to controls: 0 for no effect and ±100 for the full control effect; nearly all actives have a fitted effect of over 60% in size
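In this cell-based qHTS, ARE-driven firefly luciferase in A549 cells reports Nrf2 activity; the luminescent signal after BugLite lysis is the measured value, with a prior CellTiter-Fluor read for cell health.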
CCT modulator = cytosolic chaperonin activity modulation | purified chaperonin ATPase assay, HTRF ADP detection, 30 min | activity change, % (no concentration beside the values), hits read low | actives 0.3% (n = 360,000) | AID 651819; in the data active = activity change below about -30%; also: % is scaled to controls: 0 for no effect and ±100 for the full control effect
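Enzyme 40 or 20 nM (batch-dependent) in Tris pH 7.4/KCl/MgCl2/DTT; cpd 76 uM single point; ATP 10 uM; 30 min 37 °C; Transcreener ADP HTRF detection, 30 min RT; ratio 665/615.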
A549 tox = kills or reduces viability of A549 cells in Nrf2 counter-screen. actives 0.16% (n = 390,000). Potency, µM (top dose mostly 46 µM), for the others: at the highest dose activity change, negative = cytotoxicity, actives largely listed as inhibitors. A549 ARE-Fluc cells, CellTiter-Fluor viability, 18-24 h; also: potency is read from the fitted curve at half-maximal effect; % is scaled to controls: 0 for no effect and ±100 for the full control effect
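A549 ARE-Fluc cells in 5% FBS OPTI-MEM, 5000 cells/well, rested 2 h then exposed to compounds in concentration-response for 18-24 h at 37 °C. Viability by CellTiter-Fluor fluorescence (Ex 405/Em 525) after 30 min; luciferase luminescence (BugLite, 15 min, RT) read afterwards.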
Akt phos inh = Akt phosphorylation inhibition; Neuro2A IGF-stimulated pAkt S473 HTRF, 20 min; stronger effect = lower value; activity change, % for hits at 50 µM; actives 0.32% (n = 360,000); in the data active = activity change below about -80%; inconclusive = mostly about -51% to -80%; also: % is scaled to controls: 0 for no effect and ±100 for the full control effect
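Neuro2A cells in DMEM with 0.5% FBS, overnight at 37 deg C, given compound at single 50 µM final, then IGF (6 nM final) for 20 min at 37 deg C. Lysed; phospho-Akt Ser473 by HTRF after 24 h, 665/615 ratio.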
Abeta yeast res = restores growth of yeast expressing A-beta42 peptide | yeast expressing A-beta42, growth rescue, OD600, 48 h; response scale: 0% DMSO, 100% iron-clioquinol control | Potency, µM (doses to about 46.1 µM), without a hit: at the top dose growth rescue, usual class: activators | actives 0.063% (n = 410,000) | AID 1347071; also: potency is read from the fitted curve at half-maximal effect; nearly all actives have a fitted effect of over 55% in size
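Yeast A-beta toxicity model in growth medium with pinned compounds, 48 h at 30 C; growth read as absorbance at 600 nm. Normalized to FeCl3/clioquinol equimolar mix (positive) and DMSO (negative).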
Active calls of the source: *; i = inactive; ? = inconclusive; . = not tested or not shown; & = joins results of further samples; [ ] = dose if it differs, or a comment. Unless noted, calls follow the shape of the dose curve; as a rule, active = well fitted curve in the direction sought with a large enough effect; inconclusive = small, poorly fitted or top-dose-only effect, or another doubt; inactive = no such curve, though single readings can be large; an effect the other way counts as inactive or inconclusive.

Order of results – TGFb inhibitor, Nrf2 activator, HepG2 tox, Mm-Cpn inhibitor, Nrf2 inh, CCT modulator, A549 tox, Akt phos inh, Abeta yeast res
Cc1ccc(S(=O)(=O)N2CCC(C(=O)NCc3ccncc3)CC2)cc1
→ 2%, -0.1%, 20%, -10%, 5%, -2.6, ?, i, 7%
COc1ccc(F)cc1S(=O)(=O)N1CCC2(CC1)OCCN2S(=O)(=O)c1ccccc1
→ -8%, 2.9%, -1%, -1%, 3%, 2.8, 0%, i, 14%
COc1ccc(C(=O)OCC(=O)c2ccc3c(c2)NC(=O)CO3)cc1OC
→ -15%, -0.8%, -3%, 0%, ?, -0.7, 2%, i, 13%
CCCCCCN1C[C@@H](O)[C@H](n2cc(C3CC3)nn2)C[C@@H]1c1ccccc1
→ ?, 2.9%, -46%, ., ., -1.4, ., i, 6%
Cc1cc(S(=O)(=O)Nc2cc3c(cc2N2CCOCC2)n(C)c(=O)n3C)ccc1F
→ -24%, 3.8%, -70%, ., -12%, ., -3%, ., 2%
Cc1cccc(NC(c2ccc(C)s2)c2ccc3ccc(C)nc3c2O)n1 (stereo not drawn)
→ -28%, 9.2%, -39%, 1%, -4%, -0.4, -2%, i, -32%[inhibitor]
COc1ccccc1CNC(=O)CCCc1nnc2n(C)c(=O)c3sccc3n12
→ 1%, 0.1%, -4%, -3%, ?, -1.5, 11%, i, -1%
O=C(O)c1n[nH]nc1-c1ccccc1
→ 7%, -0.9%, 0%, -3%, 10%, 0.2, 0%, i, -12%
Cc1ccc(C)c(NC(=O)Cn2nnc(C(=O)NCc3cccs3)c2N)c1
→ 4%, 0.6%, -2%, 2%, -17%, -12, -16%, i, -3%
Cn1nc(C(=O)NCc2ccc(Cl)cc2)c2c1-c1ccccc1SC2
→ ?, 0.1%, -30%, ., 4%, ., 4%, ., 15%
COc1ccccc1/C=C/CN1CCSCC1
→ 17%, -0.8%, 5%, -9%, 7%, -1.3, -1%, i, 14%
COc1ccccc1CNC(=O)c1ccc2c(=O)n(CCCN3CCCC3=O)c(=S)[nH]c2c1
→ 2%, 0.1%, -4%, -8%, -3%, -1.5, 0%, i, -9%
CCOC(=O)c1ccc(S(=O)(=O)N2CCN(c3nc(-c4cccs4)nc4ccccc34)CC2)cc1
→ -11%, ., -3%, ., -15%, ., 2%, ., .
CNS(=O)(=O)c1ccc(NC(=O)Nc2cccc(F)c2)cc1
→ 7%, -0.2%, 3%, 3%, 19%, 1.0, 9%, i, 0%
Cc1nnsc1C(=O)N1CCN(c2ccc(C#N)cn2)CC1
→ -2%, -0.8%, 5%, -1%, 1%, -6.8, -5%, i, -17%
CCOC(=O)C1CCCN(C(=S)Nc2cccc(Cl)c2C)C1 (stereo not drawn)
→ -5%, -1.8%, -2%, 0%, -5%, -0.9, 5%, i, 13%
COC(=O)c1cccc(C(=O)N2CCCC(CNC(=O)c3ccccc3Cl)C2)c1 (stereo not drawn)
→ 7%, 0.1%, -8%, 2%, 2%, -0.7, 3%, i, -5%
O=C(NCCc1csc(-c2ccc(Cl)cc2)n1)c1ccco1
→ -18%&-12%, 0.5%&5.8%, -14%&-26%, -19%, ?, 1.0, 0%&7%, i, -17%&-32%
COCCCNC(=S)NNC(=O)c1csc2ccccc12
→ -20%, -0.5%, 11%, -2%, 5%, -4.0, -1%, i, 5%
O=C(CCn1nc(-c2ccc(Cl)cc2)ccc1=O)N1CCN(c2ccc(F)cc2)CC1
→ ?, -0.4%, -38%, 1%, -14%, 1.3, 2%, i, -8%
CCCCn1c(SCn2nnc3ccccc3c2=O)nc2cc(S(N)(=O)=O)ccc21
→ 0%, 0.3%, -10%, 1%, -29%, -8.3, -8%, i, 7%
COc1cc(NC(=O)CSc2nc(-c3ccc(C)cc3)nc3c2Cc2ccccc2O3)cc(OC)c1
→ 0%, -0.3%, 0%, ., 13%, ., -1%, ., -4%
CCN(C(=O)c1cccc(F)c1)c1ccccc1C
→ -5%, -0.8%, -11%, 1%, 3%, -0.1, -4%, i, 4%
Cc1cccc(OCC(=O)O/N=C(\N)c2ccc(Br)cc2)c1
→ -8%, -0.4%, -2%, 0%, 5%, -0.9, 8%, i, -14%
c1csc(CN2CCN(Cc3cccs3)C2c2cccs2)c1
→ ?, -0.4%, -10%, 1%, ., -1.7, 8%, i, 2%
CC(C)=NN1C(=O)c2ccccc2NC1(C)C
→ 0%, -0.2%, -3%, 1%, 8%, -0.6, 1%, i, -13%
O=C(CSc1nc2cc(Cl)ccc2s1)N1CCN(C(=O)c2ccco2)CC1
→ -12%, 0.8%, -2%, -4%, -7%, 1.1, 0%, i, 15%
COC(=O)N/N=C/c1ccc(OCCSc2ccc(Cl)cc2)c(OC)c1
→ -7%, 3.2%, -38%, 0%, -7%, 0.7, -1%, i, 1%
CCCOc1ccc(/C=N/NC(=S)Nc2ccccc2[N+](=O)[O-])c(O)c1
→ ?, -0.1%, -19%, 1%, ?, -1.1, -6%, i, -14%
Cc1nn(C)c2c1c(C(F)(F)F)cc(=O)n2C(C)C(=O)N1CCN(c2ccccc2)CC1 (stereo not drawn)
→ -7%, -0.9%, -4%, ., -22%, ., -1%, ., -34%[inhibitor]

Next part
Order of results – TGFb inhibitor, Nrf2 activator, HepG2 tox, Mm-Cpn inhibitor, Nrf2 inh, CCT modulator, A549 tox, Akt phos inh, Abeta yeast res
CN1CC(c2ccccc2)Oc2ccccc2C1=S (stereo not drawn)
→ 2%, -0.4%, 0%, ., 3%, -1.0, 8%, i, 11%
CN(c1cccc(NC(=O)CSc2ccc(Cl)cc2)c1)S(C)(=O)=O
→ 1%, 0.4%, -32%, -8%, ?, 0.7, -14%, i, 10%
Cc1cc2c(C)nc(Cc3ccccc3)nc2o1
→ -4%, -0.8%, 8%, 2%, ., 1.4, -1%, i, -9%[9.22 µM]
CNC(=O)c1cc(Nc2nnc(-c3ccc(C)c(S(N)(=O)=O)c3)c3ccccc23)ccc1OC
→ -2%, -0.1%, -1%, -3%, -3%, -2.9, 9%, i, -22%
CCS(=O)(=O)c1ccc2oc(SCC(=O)NCc3ccccc3)nc2c1
→ -1%, 0.4%, 7%, -6%, 7%, 1.4, 0%, i, -12%
O=C(NCCCc1ccc(F)cc1)C1CCC(=O)N(CC2CCCCC2)C1 (stereo not drawn)
→ ?, 0.0%, -29%, -2%, ?, -2.2, 1%, i, 3%
O=S(=O)(c1ccc(Cl)cc1)N1CCC(O)(CN2CCN(Cc3ccccc3)CC2)CC1
→ -6%, -0.1%, -24%, -1%, -19%, -0.8, -15%, i, -1%
Cc1nc2c(cc(Oc3ccc(S(=O)(=O)N4CCOCC4)cn3)c3ccsc32)s1
→ -9%, 3.9%, -17%, ?, ?, 0.6, -14%, i, 2%
Cc1cccc(C)c1-n1nnnc1S(=O)(=O)Cc1ccccc1Cl
→ 4%, 10%, -80%, ., ., 0.0, 7%, i, 21%
CC(Sc1ncn[nH]1)C(=O)Nc1cc(C(F)(F)F)ccc1Cl (stereo not drawn)
→ 15%, -0.4%, -18%, 2%, ?, -2.3, -1%, i, -14%
Cc1ccc(S(=O)(=O)n2oc(=O)c(C3CCCCC3)c2N)cc1
→ -15%, -0.7%, 6%, ., -8%, -1.1, -17%, i, 3%
Cc1ccc(S(=O)(=O)n2cccc2/C=C/[N+](=O)[O-])cc1
→ 14µM*, -7.0%, 13µM*, ., ., -2.2, ., i, -83%[inhibitor]
COc1ccc(CCNC(=O)COC(=O)COc2ccc(Cl)cc2)cc1OC
→ 4%, 0.0%, 2%, -2%, 21%, -5.0, 2%, i, 2%
Cc1nnc(SCc2ccccc2F)n1NCc1cccs1
→ -25%, 0.0%, 3%, 1%, ?, -1.1, -10%[1.84 µM], i, -2%
O=C(O)c1cc2cc(S(=O)(=O)O)ccc2cc1O
→ -16%, 0.6%, -4%, ., 12%, 0.9, -1%, i, 12%
Cc1cccc(C)c1Nc1cn[nH]c1
→ -16%, -0.5%, -1%, ., ., 0.5, ., i, -14%
CSc1ccc(/C=N/NC(=O)CNc2ccc3ccccc3c2)cc1
→ ?, 7.2%, -56%, 1%, 9%, 2.7, 11%, i, -9%
COc1ccccc1/C=N/NC(=O)c1cccc(OC(F)(F)C(F)F)c1
→ -15%, 0.6%, 0%, 2%, -11%, 0.2, 4%, i, -9%
N#Cc1cccc(C(c2nnnn2C2CCCC2)N2CCC(Cc3ccccc3)CC2)c1 (stereo not drawn)
→ -14%, 3.0%, -13%, 2%, 1%, 0.8, -7%, i, 3%
NC(=O)C1CCN(C(=O)c2cccc(NC(=O)c3nsc4ccccc34)c2)CC1
→ -22%, 7.2%, -18%, ., ., ., -12%, ., -5%
Cc1ccc(NC(=O)CN(C)C(=O)C2CCC2)cc1
→ 0%, -0.8%, -4%, ., 25%, 0.6, -5%, i, 0%
COc1ccccc1NC(=O)c1ccccc1Oc1ccccc1
→ -8%, -0.3%, -14%, 4%, 0%, -3.5, 14%, i, -9%
COc1cc(OC)c(OC)cc1/C=C1\Oc2cc(OS(C)(=O)=O)ccc2C1=O
→ 27%, 5.7%, -2%, -3%, 6%, 0.7, 3%, i, 3%

Source: PubChem (National Center for Advancing Translational Sciences (NCATS))
